# Screening results deposited in PubChem BioAssay by several laboratories.
# hcDAF-12 act – H. contortus DAF-12 nuclear receptor activators, primary screen, cell-based, luminescence, HEK293, lit1-tk-luc reporter; HEK293 hcDAF-12 lit1-tk-luc reporter; 0% DMSO, 100% Δ7-dafachronic acid; 370,000 compounds, 1.4% hits; activation, % at 6.8 µM;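 active means activation above the mean of all tested compounds plus 3 SD, cut at about 5.5% in these data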;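 further: 100% = response to 3 µM Δ7-dafachronic acid high control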
# hgDAF-12 ag – H. glycines DAF-12 receptor agonists, primary screen, cell-based, luminescence, HEK293, GAL4 fusion, UAS-luciferase; AID 687014, 2013; HEK293 GAL4-hgDAF12 UAS-luciferase reporter, agonist luminescence; normalized to butyrate control; activation, % at 6.8 µM; 370,000 compounds, 1.8% hits; Nuclear hormone receptor DAF-12 (Heterodera glycines), GAL4 fusion;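 active means activation above a cutoff set at the mean of all screened compounds plus 3 SD, cut at about 10% in these data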;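 further: 0% = DMSO wells and 100% = sodium butyrate wells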
# DAX1 inh-1 – DAX1 (NR0B1) inhibitors, primary screen, cell-based, HEK293, Gal4-DAX1, luciferase luminescence; Nuclear receptor subfamily 0 group B member 1 (Homo sapiens), P51843; HEK293 Gal4-DAX1 luciferase reporter; 340,000 compounds, 0.99% hits; inhibition, % at 6.75 µM; AID 504766, 2011;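 active means inhibition above the mean over all tested compounds plus 3 SD, cut at about 4.2% in these data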;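 further: 0% = DAX1-transfected cells with DMSO and 100% = empty-vector control cells with DMSO; inhibition shows as a rise in luminescence from relieved DAX1 repression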
# DAX1 inh-2 – DAX1 (NR0B1) inhibitors on StAR promoter, primary screen, cell-based, luminescence, SF-1 (NR5A1), full-length DAX-1; HEK293T StAR-luciferase reporter, SF-1/DAX-1 repression relief; inhibition, % at 6.8 µM; 370,000 compounds, 1.1% hits; AID 652010, 2013;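 active means inhibition above the mean over all tested compounds plus 3 SD, cut at about 3.6% in these data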;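 further: 0% = DAX-1 cells with DMSO and 100% = cells lacking DAX-1 with DMSO; higher inhibition means more luminescence from relief of DAX-1 repression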
# Rev-erbA mod – modulators of Rev-erb alpha DNA binding, primary screen, biochemical, FITC-DNA, fluorescence polarization, uHTS. Nuclear receptor subfamily 1 group D member 1 (Homo sapiens), P20393. Rev-erbα–FITC-DNA binding, 90 min. activity, % at 10 µM. 370,000 compounds, 0.79% hits. AID 1259318, 2017;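 active means activity above about 14%, limit read from the data; passing the limit was not always enough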;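 further: 0% = DMSO wells with 35 nM protein and 100% = DMSO wells with 750 nM protein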
# SMARCA2 act – SMARCA2 (BRM) function activators, primary screen, cell-based, luminescence, high throughput; MG213 cells, MMTV-luciferase reporter, dexamethasone, overnight; activation, % at 9.1 µM; 370,000 compounds, 1% hits; in the data active means activation above about 7.8%;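 further: 0% = vehicle wells and 100% = reference activator wells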
# FXN GAA850 act – FXN promoter activators, primary screen, cell-based, luciferase luminescence, HEK293 lucGAA850; HEK293 lucGAA850 FXN promoter luciferase reporter, 24 h; percent of 10 µM SAHA response; 360,000 compounds, 0.56% hits; activation, % at 6 µM; AID 540364, 2011;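 active means activation above the average of all compounds screened plus 3 SD, cutoff fixed separately per campaign, cut at about 7.5% in these data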;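 further: 0% = DMSO wells and 100% = 10 µM SAHA wells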
# ssDAF-12 act – S. stercoralis DAF-12 nuclear receptor activators, primary screen, cell-based, luminescence, HEK293, GRIP1 co-expression, lit1-tk-luc | Nuclear hormone receptor DAF-12 (Strongyloides stercoralis) | HEK293 ssDAF-12/GRIP1 lit1-tk-luc reporter; % of 3 µM dafachronic acid response | activation, % at 6.8 µM | 370,000 compounds, 1% hits | AID 652126, 2013;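 active means activation above the mean over all tested compounds plus 3 SD, cut at about 0.9% in these data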;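 further: 0% = DMSO-only wells and 100% = 3 µM delta7-dafachronic acid wells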
# PLCb3 inh – human PLC-beta3 inhibitors, primary screen, biochemical, fluorescence; Purified PLC-beta3, fluorogenic substrate; AID 720704, 2013; 370,000 compounds, 0.18% hits; 1-phosphatidylinositol 4,5-bisphosphate phosphodiesterase beta-3 (Homo sapiens), Q01970; inhibition, % at 12.2 µM; in the data active means inhibition above about 11%;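 further: 0% = median of compound wells on plate and 100% = full blocker control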
# Target sequence (Q01970 whole entry, looked up): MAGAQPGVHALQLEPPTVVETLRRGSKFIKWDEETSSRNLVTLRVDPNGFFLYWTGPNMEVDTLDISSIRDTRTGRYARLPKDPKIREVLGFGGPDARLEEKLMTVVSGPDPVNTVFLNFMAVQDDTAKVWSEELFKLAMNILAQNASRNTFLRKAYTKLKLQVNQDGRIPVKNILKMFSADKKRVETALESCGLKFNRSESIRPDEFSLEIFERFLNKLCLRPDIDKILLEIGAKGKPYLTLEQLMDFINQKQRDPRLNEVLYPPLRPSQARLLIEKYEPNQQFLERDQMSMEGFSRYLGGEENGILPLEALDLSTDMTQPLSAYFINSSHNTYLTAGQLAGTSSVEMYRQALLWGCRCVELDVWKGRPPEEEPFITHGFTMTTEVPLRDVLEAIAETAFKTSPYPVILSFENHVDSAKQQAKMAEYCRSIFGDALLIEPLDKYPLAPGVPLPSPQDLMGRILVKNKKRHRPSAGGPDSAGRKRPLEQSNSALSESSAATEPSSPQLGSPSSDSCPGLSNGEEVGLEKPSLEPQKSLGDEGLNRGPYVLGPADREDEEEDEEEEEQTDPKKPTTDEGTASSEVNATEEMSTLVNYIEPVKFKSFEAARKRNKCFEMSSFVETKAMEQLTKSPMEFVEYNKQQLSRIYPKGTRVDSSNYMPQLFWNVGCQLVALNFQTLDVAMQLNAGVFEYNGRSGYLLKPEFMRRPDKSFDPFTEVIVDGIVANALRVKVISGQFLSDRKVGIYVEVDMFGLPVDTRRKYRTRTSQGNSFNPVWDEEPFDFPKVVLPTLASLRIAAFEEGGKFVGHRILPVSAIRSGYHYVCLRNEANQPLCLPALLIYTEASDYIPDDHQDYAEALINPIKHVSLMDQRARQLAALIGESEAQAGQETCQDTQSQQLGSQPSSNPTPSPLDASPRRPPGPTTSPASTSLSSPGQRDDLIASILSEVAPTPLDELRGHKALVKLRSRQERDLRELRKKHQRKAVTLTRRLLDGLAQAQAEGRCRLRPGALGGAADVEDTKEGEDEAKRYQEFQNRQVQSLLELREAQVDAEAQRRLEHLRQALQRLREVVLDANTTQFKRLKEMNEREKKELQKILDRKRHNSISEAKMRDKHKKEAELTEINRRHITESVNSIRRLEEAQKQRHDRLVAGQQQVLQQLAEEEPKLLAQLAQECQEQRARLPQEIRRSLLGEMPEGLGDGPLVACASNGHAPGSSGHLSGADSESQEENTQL
# PG9 Ab binder – binders of HIV-1 gp120 antibody PG9, primary screen, biochemical, TR-FRET | inhibition, % at 6.7 µM | HIV-1 gp120 / PG9 antibody interaction | TR-FRET gp120-PG9 antibody binding | 360,000 compounds, 0.43% hits; in the data active means inhibition above about 8.5%
# HGIII-sPLA2 inh – human group III sPLA2 inhibitors, primary screen, biochemical, QFRET, BODIPY PC-A2 liposome substrate; QFRET BODIPY PC-A2 liposome hydrolysis, fluorescence; inhibition, % at 12.2 µM; 370,000 compounds, 0.56% hits; AID 743126, 2013;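 active means inhibition above mean plus 3 SD of compounds lying within the high and low control bounds, cut at about 19% in these data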;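 further: 0% = median of test compound wells and 100% = no enzyme DMSO wells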
# * marks the source's active call; other numbers are inactive results; . = not tested or not shown; & = joins results of further samples. Rows are unselected; any-hit rate near 7%.
# Second line of a record: ssDAF-12 act, FXN GAA850 act, Rev-erbA mod, DAX1 inh-1, hgDAF-12 ag, HGIII-sPLA2 inh, PG9 Ab binder, SMARCA2 act, PLCb3 inh, hcDAF-12 act, DAX1 inh-2
CCOc1ccc(OCC)c(-c2c(=O)n(OCc3ccccc3Br)c3ccccc3[n+]2[O-])c1
    -1.6, -10, 1, 1.4, 0.3, 1, 1.3, 0, -4, -1.0, -0.2
COc1cc(CC(=O)Nc2nc(C)cs2)cc(OC)c1OC
    -2.2, 0.3, 5, -0.1, -0.4, -4, 0.5, -4, -11, -1.8, -1.5
Cc1cc(CN(C)C(=O)c2ccc(OC3CCN(Cc4ccccn4)CC3)cc2)on1
    -0.7, -1.2, -1, 1.8, -1.0, 5, 3.2, 0, -10, -1.7, -0.7
COc1ccc(N2CCN(C(=O)CCNS(=O)(=O)c3ccccc3)CC2)cc1
    -1.2, -0.3, -1, 0.9, 1.8, -5, -3.2, -2, 3, -0.4, 0.1
O=C(Nc1nccs1)c1ccc(COc2ccccc2Br)o1
    -1.4, 4.0, 1, -0.5, 0.9, -12, 0.8, 1, 0, -2.4, 0.8
O=C(CSCCN1C(=O)c2ccccc2C1=O)Nc1ccc2ccccc2c1
    -1.5, 2.9, -2, -0.3, 0.4, -1, -2.6, 3, 2, -0.3, -0.1
Cc1ccc(C(=O)NCC(=O)OCC(=O)NC(C)c2ccccc2)s1 (stereo unspecified)
    -0.7, 1.5, -5, -1.3, 3.4, -1, -1.2, 0, 2, -0.4, 0.0
Cc1cc(-n2ccnc2)n2c(nc3ccccc32)c1C#N
    -1.4, 0.7, 1, -1.0, 0.6, -5, -1.8, 5, -204, 2.0, -0.7
Cc1ccc([C@@H]2C[C@H]3[C@@H](CN2S(=O)(=O)c2ccc(Cl)cc2)C(=O)C[C@@H](c2cccc4ccccc24)N3S(=O)(=O)c2ccc(C)cc2)cc1
    -0.6, 0.2, 5, -0.2, -2.4, 10, 0.9, -5, 4, -1.6, -0.5
COc1cc(NC(=O)COC(=O)/C=C/c2ccc(O)c(OC)c2)cc(OC)c1
    -2.2, 0.1, -1, 0.2, -0.8, -24, 0.7, -3, -67, -2.2, -0.7
Nn1c(SCC(=O)N2CCOCC2)nnc1-c1cc(-c2ccc(F)cc2)n[nH]1
    -1.3, ., 3, ., 0.0, -2, ., -1, 4, -1.4, 2.0
O=C(c1ccc(N2CCOCC2)c([N+](=O)[O-])c1)N1CCN(Cc2ccccc2)CC1
    -1.2, 0.4, -1, 0.5, -0.5, -7, -1.1, 0, -5, -2.2, 0.1
COc1ccc(/C=C/C(=O)NCCSCc2ccco2)cc1OC
    -1.5, 0.8, 8, 1.3, -1.1, -5, -3.0, 3, -22, -1.8, 0.1
CCn1nnnc1NCc1ccc(OCc2ccc(F)cc2Cl)c(OC)c1
    -1.9, 2.0, -7, -1.3, -0.8, -14, -1.5, 1, 2, -1.5, -1.6
CC(=O)C[C@@H](O)CC(=O)[C@@H]1OC(=O)CC/C=C\Cc2ccccc21
    -1.2, 1.1, 1, 0.8, -0.6, 8, 0.5, 1, -6, -1.5, -0.2
COC(=O)c1ccc(NC(=O)CSc2ccccc2)cc1
    0.0, 2.8, -7, 7.4*, 4.7, -15, -2.0, 1, 9, 1.4, 1.8
CCCCc1ccc(-c2ccc(Br)cc2)nc1
    -0.7, 8.4*, ., 4.1, 8.0, 8, 2.1, 4, 1, 4.3, 2.4
CC(C)(C)N(Cc1cn(Cc2ccccc2)nn1)S(=O)(=O)c1ccc(N2CCCCC2)cc1Br
    -1.2, ., 5, ., 0.3, -3, ., 8, -9, -3.5, -1.9
CC1CC(C)CN(c2nc3c(c(=O)n(C)c(=O)n3C)n2CCSc2nc3ccccc3o2)C1 (stereo unspecified)
    -1.4, 0.5, 7, -0.2, -3.5, 0, 0.8, -3, 6, -0.3, 1.5
CCOc1ccc(C(=O)NN2CCOCC2)cc1
    -1.4, 3.1, 2, 1.0, -0.5, 0, -1.4, -2, -7, -0.8, 0.8
CSCC[C@@H](CO)NC(=O)[C@H]1O[C@@H](n2ccc(N)nc2=O)[C@H](O)[C@@H]1O
    -0.8, ., -1, ., -0.6, 1, 0.3, -6, 3, -0.6, 2.9
C#CCO[C@@H]1C[C@H](n2ccc(NC(=O)c3ccccc3)nc2=O)O[C@@H]1CO
    -1.3, -0.4, 1, -0.4, -1.8, 5, -1.4, 1, 7, -1.2, 0.0
CC(NC=O)c1nc2ccccc2n1CCc1ccccc1 (stereo unspecified)
    -1.0, -0.4, 1, 0.2, 0.8, -1, 0.1, 0, -3, -0.8, -0.3
c1ccc(Nc2ccccn2)nc1
    -0.9, -1.2, -4, 4.0, 0.5, 5, -1.3, -2, -6, -0.5, 0.0
Cc1cc(OCC(F)(F)C(F)(F)C(F)(F)C(F)(F)C(F)(F)C(F)F)nc(N)n1
    -1.5, 3.8, -9, 0.7, 1.6, 3, 1.6, -3, -1, -2.0, -0.5
Cc1cc(C)c(-c2noc(C(=O)OC(C)(C)C)c2C(=O)OC(C)(C)C)c(C)c1
    -1.2, 2.0, -1, 0.7, -1.3, 3, 1.9, -1, 2, -0.4, -0.1
O=C(OCC#CCSc1nnc(-c2cccc3ccccc23)o1)c1ccc(F)cc1F
    -0.7, ., 1, ., 7.5, 6, ., ., -3, -2.4, .
Cc1cccc(OCC(=O)OC2CCN(C)CC2)c1
    -0.9, -0.8, 13, 2.2, -1.2, -1, -0.9, 1, 2, -0.8, 0.4
O=C(COC(=O)c1cccc(Br)c1)Nc1cccc2c1C(=O)c1ccccc1C2=O
    -0.3, 3.8, 114*, 2.4, 4.2, 9, 12*, -1, -3, 1.8, 0.9
Cc1ccc(C(=O)CSc2nnc3c4ccccc4nc(Cc4ccccc4)n23)cc1
    -1.5, -0.1, 2, 0.1, 1.4, 1, -1.3, 1, 2, 0.0, -0.1
NC(c1ccc(F)c(F)c1)c1nc(-c2ccc3ccccc3c2)cs1 (stereo unspecified)
    -1.5, 0.8, -1, ., 2.7, -2, 1.1, -1, 2, 1.0, -0.1
C#CCCOC(=O)N1C2=NC(C(=O)OC)=C(C(=O)OC)[C@@H]3N(C)c4ccccc4[C@]23C[C@H]1C(=O)OC
    -1.4, -0.3, -6, -0.7, -0.4, 5, -0.9, 1, 1, -0.5, 0.3
CCSCCOC(=O)C1=C(C)NC2=C(C(=O)CCC2)C1c1coc2ccccc2c1=O (stereo unspecified)
    -0.6, -0.1, -1, 1.1, 0.5, 1, -1.5, 0, -57, 1.4, -0.7
COc1ccccc1-c1csc(C(C)(O)c2cccc(F)c2)n1 (stereo unspecified)
    -1.5, 0.3, 0, ., -3.0, -15, -2.2, -3, -2, -0.4, 0.5
Cc1nc2nc(-c3cccnc3)[nH]n2c(=O)c1C
    -0.8, 2.3, 4, 3.7, 1.3, 7, 2.9, 1, 7, -2.7, 0.1
CCc1ccc(C(=O)CSc2nc3ccccc3c(=O)[nH]2)cc1
    -1.3, -2.9, 1, -2.7, 4.5, -58, -0.7, 2, -8, 1.1, 0.1
COc1ccc(CNC(=O)N2CCN(c3ccccc3OC)CC2)cc1
    -0.9, -0.6, 7, 2.0, -1.3, 0, -1.2, -3, -5, -1.8, 0.1
COc1ccc([C@H]2CC(=O)C=C(c3ccc(CNC(=O)OC(C)(C)C)cc3)C2)cc1
    -1.6, 2.2, 4, -0.6, -0.2, -4, -0.5, -2, 6, -1.1, -1.4
CC(C)(C)C(=O)[C@@H]1[C@@H]2C(=O)N(c3ccc4c(c3)OCCO4)C(=O)[C@@H]2C2c3ccccc3C=CN21 (stereo partly specified)
    -1.3, 0.1, 4, 0.7, -1.3, -13, 1.8, 2, -5, -1.1, -0.1
Nc1cc[n+](CC(=O)c2ccccc2)cc1
    -1.1, 2.4, 8, 1.0, -2.5, 0, 0.6, -1, -5, -2.6, -0.6
Cc1ccc(S(=O)(=O)N2CCN(c3cnn(-c4ccccc4)c(=O)c3Cl)CC2)cc1
    -1.4, -1.5, 4, 4.7*, 0.3, -5, -2.4, 0, 1, -0.2, 0.8
NNc1nc(-c2ccccc2Cl)c2cc(Br)ccc2n1
    -0.7, 1.2, 4, -0.1, -1.0, 4, -1.9, -1, -97, -0.1, -0.2
CCC(C)N1C(=O)S/C(=C/c2ccc3c(c2)n(C)c(=O)n3C)C1=O (stereo unspecified)
    -1.3, 3.6, -1, 0.3, 1.3, -2, -3.1, 1, -13, -2.9, -1.2
COC(=O)C(C)n1cnc2c(nnn2Cc2ccc(Cl)cc2)c1=O (stereo unspecified)
    -1.6, 2.7, 3, 0.8, 0.1, 2, 2.4, -4, 3, -0.6, 0.0
CC(Oc1cc2oc(=O)c3c(c2cc1Cl)CCCC3)C(=O)NCc1cccnc1 (stereo unspecified)
    -0.2, 0.5, 4, 0.6, -0.2, -3, -2.1, -1, -5, 2.4, 0.0
O=C(NCCCN1CCCC1)c1cc2c(Cl)nc3ccccc3c2s1
    -0.9, 5.9, -15, 0.7, 3.8, 3, -0.5, 2, -2, 3.4, 2.5
C=CCC[C@@H](Cc1ccc(F)cc1)C(=O)OC[C@@H](Cc1ccccc1)NC(=O)[C@H](CC=C)CC(=O)NCCO
    -0.8, -2.1, -7, -0.9, 0.1, -22, 0.1, -5, 0, -1.2, -1.2
C=CCOc1cccc(C2/C(=C(/O)c3ccc(F)cc3)C(=O)C(=O)N2CCN2CCOCC2)c1 (stereo unspecified)
    -0.9, -2.4, -2, 0.2, -1.1, -2, -0.3, 2, -4, 0.4, -0.7
COc1cccc(NC(=O)CN(C)C(C)C(=O)Nc2ccc(S(=O)(=O)N3CCOCC3)cc2)c1 (stereo unspecified)
    -1.5, -0.2, 3, 0.1, -3.5, -8, 0.0, 4, 6, -1.3, -0.5
CN(C)C(/C=C/Nc1ccc([N+](=O)[O-])cc1)=C(C#N)C#N
    -1.4, 0.3, 1, -0.5, 2.6, 2, -1.3, 2, 1, -1.1, 0.3
COC(=O)c1ccc(NC(=O)CCN2CCCCC2)cc1
    -1.1&-1.1, -0.6&0.8, -4&6, 2.2&0.1, 2.6&-0.7, 0&3, -1.6&0.2, 0&2, 2&1, 0.0&-1.9, -0.6&-0.3
CC(=O)c1cc2c(cc1NS(=O)(=O)c1ccccc1C)OCO2
    -0.5, ., 2, ., 2.7, 1, -1.3, -3, -9, -0.1, 0.3
